MC4R barr agon: activates human MC4R beta-arrestin recruitment. P32245. U2OS MC4R beta-arrestin complementation, luminescence; percent of melanotan II response, DMSO zero. activation, % at 8.9 µM. 360,000 tested, 0.98% active. AID 540308;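 active means activation above a per-plate cutoff, the mean activation of sample wells on that plate plus 3 SD, cut at about 8% in these data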
Target sequence (P32245 whole entry, looked up): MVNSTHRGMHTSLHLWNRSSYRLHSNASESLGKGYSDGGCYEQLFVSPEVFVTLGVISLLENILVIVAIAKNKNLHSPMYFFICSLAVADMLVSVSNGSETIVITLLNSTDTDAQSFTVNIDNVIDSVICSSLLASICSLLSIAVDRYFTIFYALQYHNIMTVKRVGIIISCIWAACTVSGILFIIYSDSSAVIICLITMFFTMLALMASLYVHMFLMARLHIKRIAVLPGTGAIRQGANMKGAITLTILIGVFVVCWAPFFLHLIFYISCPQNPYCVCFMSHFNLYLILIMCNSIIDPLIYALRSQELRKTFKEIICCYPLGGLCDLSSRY
Glyco luc inh: blocks N-linked glycosylation in D54 reporter cells; D54 ERlucT glycosylation luciferase reporter, 24 h; percent of 100 nM tunicamycin response; 360,000 tested, 0.23% active; reporter increase, % at 12.5 µM;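 active means mean luciferase reporter signal, scaled so untreated is 0 and the glycosylation-blocking control 100, at or above a set limit in every replicate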;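 further: luciferase carries N-glycosylation sites so blocking glycosylation raises the light; 0% = median of neutral control wells and 100% = median of 100 nM tunicamycin wells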
H9c2 protect: protects H9c2 cardiomyocytes from peroxide injury. H2O2 injury protection, ATPLite, 2 h. protection from H2O2 cell death, % at 20 µM. 360,000 tested, 0.63% active. AID 588492;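 active means compounds giving at least 50% protection of heart cells from peroxide-induced death in the single-dose screen, raw or plate-pattern-corrected value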;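 further: 0% = DMSO wells with peroxide and 100% = DMSO wells without peroxide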
ABCB6 inh MLPCN: human ABCB6 transporter inhibition. Q9NP58. K562-ABCB6 porphyrin accumulation, flow cytometry, 1 h; hits give low values. fluorescence ratio to DMSO, % at 10 µM. 360,000 tested, 0.19% active. AID 602162;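 active means fluorescence ratio to DMSO below 75%, the collection mean minus 3 SD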;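 further: signal is porphyrin accumulated inside mitochondria; 100% equals median channel fluorescence of DMSO control wells; lower ratio means ABCB6 inhibition with less porphyrin fluorescence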
NOD2 RIPK2 PPI: inhibitors of human NOD2-RIPK2 interaction; CHO BLA complementation NOD2-RIPK2, CCF4 ratio; inhibition, % at 4.98 µM; O43353; 360,000 tested, 0.38% active; in the data active means inhibition above about 21%;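 further: 0% = vehicle only and 100% = reference blocker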
NCOA2 inhibitor: inhibits human steroid receptor coactivator 2 | Q15596 | HEK293 GAL4-SRC2 luciferase reporter, luminescence | inhibition, % at 9 µM | 370,000 tested, 0.17% active | AID 651957;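 active means inhibition above the mean inhibition of all tested compounds plus 3 SD, set per campaign, cut at about 52% in these data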;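 further: 0% = DMSO treated cells and 100% = cells given Gossypol at 36 µM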
HTR2A ag: activates the mouse 5-HT2A serotonin receptor; CHO-K1 mHTR2A beta-arrestin complementation, luminescence; percent of 30 µM serotonin response; activation, % at 7.6 µM; 360,000 tested, 0.66% active; P35363; AID 624169;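 active means activation above a run cutoff, the mean activation of all tested compounds plus 3 SD, cut at about 14% in these data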;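 further: 0% = plate median of compound wells and 100% = 30 µM serotonin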
Target sequence (P35363 whole entry, looked up): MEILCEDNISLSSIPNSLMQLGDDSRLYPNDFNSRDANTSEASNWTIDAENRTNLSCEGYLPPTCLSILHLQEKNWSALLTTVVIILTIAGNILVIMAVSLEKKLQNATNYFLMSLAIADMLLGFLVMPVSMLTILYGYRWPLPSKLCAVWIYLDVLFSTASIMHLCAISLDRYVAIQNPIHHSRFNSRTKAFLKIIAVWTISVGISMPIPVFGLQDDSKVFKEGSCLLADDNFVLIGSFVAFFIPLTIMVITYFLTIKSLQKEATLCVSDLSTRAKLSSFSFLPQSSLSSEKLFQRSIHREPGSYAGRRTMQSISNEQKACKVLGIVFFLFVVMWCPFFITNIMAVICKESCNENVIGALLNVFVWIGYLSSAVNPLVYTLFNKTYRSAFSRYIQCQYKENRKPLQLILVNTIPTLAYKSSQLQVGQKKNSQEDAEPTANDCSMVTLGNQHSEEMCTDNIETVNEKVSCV
MC4R antag cAMP: antagonists of human melanocortin 4 receptor (MC4R). P32245. MC4R-expressing cells, MTII-stimulated cAMP, LANCE TR-FRET. AID 540295. 360,000 tested, 0.48% active. inhibition, % at 6.5 µM;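 active means inhibition above its plate's cutoff, the mean of tested wells on that plate plus 3 SD, cut at about 29% in these data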;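 further: 0% = Melanotan II alone and 100% = Melanotan II plus saturating MCL0020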
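Assay system: U2OS cells stably expressing human melanocortin 4 receptor (MC4R) / Dosing: 6.5 µM / Timing: compound 30 min, challenge 1 h, detection 1 h / Measured by: Eu-cAMP/anti-cAMP TR-FRET, emission 671 nm / Replicates: singlicate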
ABHD5 PLIN5 PPI: ABHD5-PLIN5 protein interaction inhibition; Split G. princeps luciferase complementation, luminescence, 4 h; inhibition, % at 4 µM; 360,000 tested, 0.78% active;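 active means inhibition above the mean inhibition across every tested compound plus 3 SD, cut at about 22% in these data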;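 further: 0% = DMSO only wells and the 100% control is not disclosed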
TLR9-MyD88 inh: inhibitors of human TLR9-MyD88 binding; 340,000 tested, 0.21% active; inhibition, % at 4.98 µM; CHO BLA complementation TLR9-MyD88, CCF4 FRET ratio;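 active means inhibition above the mean over all tested compounds plus 3 SD, cut at about 21% in these data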;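 further: 0% = DMSO only wells and 100% = clavulanate BLA inhibitor control wells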
Active calls of the source: *; . = not tested or not shown; & = joins results of further samples.

SMILES	MC4R barr agon	Glyco luc inh	H9c2 protect	ABCB6 inh MLPCN	NOD2 RIPK2 PPI	NCOA2 inhibitor	HTR2A ag	MC4R antag cAMP	ABHD5 PLIN5 PPI	TLR9-MyD88 inh
CC1Cc2cc(C(=O)O)ccc2O1 (stereo not given)	-2.5	4	5	93	-4	3	-1	4	0	0
O=C(NCCC1CCCCN1S(=O)(=O)c1cccs1)C(=O)Nc1cccc(F)c1 (stereo not given)	-1.5	-1	-5	92	0	-2	-5	8	-2	-1
COc1ccc(OC)c(-c2csc(NC(=O)COC(=O)C3CC3)n2)c1	-1.9	0	-3	94	-3	-19	-3	-1	-1	4
CC(C)(CNS(=O)(=O)c1ccc(Cl)cc1)N1CCCCC1	1.1	1	-3	101	-4	13	0	6	6	-7
Fc1cc(F)c(F)c(SCn2cc(Br)cn2)c1F	-0.4	-2	0	100	7	5	-1	14	5	-8
CCc1cccc(C)c1NC(=S)N(CCOC)C(C)c1ccco1 (stereo not given)	2.9	-2	-2	101	-20	10	5	0	11	-4
C=CCn1c(=NC(=O)CC)n(C)c2ccccc21	0.1	2	7	102	-4	19	1	0	8	-17
Cc1ccc(CNC(=O)Cn2ccc3cc(S(=O)(=O)N4CCCCCC4)ccc32)cc1	1.4	4	-13	89	-2	-11	10	0	-1	-2
COC(=O)C1C(=O)c2c([nH]c(C(=O)OCCSC)c2C)CC1C (stereo not given)	-1.6	-2	-31	101	5	-51	-2	3	-3	0
O=S(=O)(Nc1cc(S(=O)(=O)N2CCOCC2)ccc1Cl)c1ccccc1	-0.4	2	-3	99	8	-35	13	14	-5	0
COc1ccc(OC)c(-n2nnnc2SCC(=O)Nc2cc(C)ccc2OC)c1	-1.8	-3	7	93	-10	34	-4	3	0	6
COc1ccc(CCNC(=O)C2CCN(S(=O)(=O)c3cccc4nonc34)CC2)cc1OC	-0.2	-2	10	97	-10	-5	-2	-1	4	1
CCOC(=O)N1CCN(C(=O)/C=C/c2ccc([N+](=O)[O-])cc2)CC1	4.9	0	-2	99	-5	-39	2	3	15	6
CCCC(C)C(=O)Nc1ccc(S(=O)(=O)Nc2nccs2)cc1 (stereo not given)	-3.1	0	-4	102	-6	-7	5	2	1	-4
COc1ccc(C(CCc2cc(OC)c(OC)c(OC)c2)NC(C)=O)cc1 (stereo not given)	-1.8	5	10	98	-1	-2	-4	5	-5	1
O=C(C[n+]1cc[nH]c1)c1ccc(Cl)cc1	-1.9	0	7	99	-3	-40	5	-1	5	2
COC(=O)[C@@H](NC(=O)NCc1ccco1)C(C)C	0.9	2	5	101	-10	-17	-2	15	7	7
CCN(Cc1ccccc1)C(c1cc2cc(C)ccc2[nH]c1=O)c1nnnn1CCOC (stereo not given)	-1.5	2	10	94	-6	4	1	-2	-27	11
c1ccc(Sc2ncnc3c2oc2ccccc23)nc1	-2.4	-13	4	96	-4	-22	-2	-2	-3	-4
O=[N+]([O-])c1ccc(Oc2cccc3cccnc23)c([N+](=O)[O-])c1	-0.5	14	5	212	4	20	7	-4	10	-13
CCOc1ccc(/C=C/C(=O)NCc2ccccc2)cc1	-1.0	-2	0	102	1	-6	-6	11	1	-11
Cc1ccc(C(=O)CC(C(=O)O)c2cn(CCC#N)c3ccccc23)cc1 (stereo not given)	0.2	0	-2	108	0	-20	-3	-2	-4	-9
Cc1cc(-c2cc(-c3ccc(Cl)cc3)nc(N)c2C#N)co1	-3.0	-2	-6	130	11	-20	4	21	9	-9
S=c1[nH]nc(-c2cc(-c3ccccn3)nc3ccccc23)o1	0.1	1	-2	98	-3	-16	-4	2	1	-4
CCOC(=O)c1c(C)n(C)c2ccc(OC(C)=O)cc12	-1.1	1	-8	82	-4	-7	0	-6	10	-2
C=CCNC(=O)C(C)N1C(=O)c2ccccc2C1=O (stereo not given)	-0.3	2	-1	96	-1	-1	8	-2	13	0
O=C(NCCCCc1ccccc1)Nc1ccc(F)cc1F	1.0	-2	0	93	-2	-15	0	4	14	6
CC(CCc1ccccc1)NC(=O)c1ccccc1Cl (stereo not given)	-1.6	0	-5	100	-7	3	24*	-1	-3	13
Nc1cccc2cc(S(=O)(=O)O)ccc12	-0.9	1	-2	98	1	6	1	5	-11	3
CCc1ccc2oc(C(=O)Nc3cccnc3)c(C)c2c1	1.3	-1	-10	102	9	.	-1	-13	-3	-2
O=C(N1CCCC1)C12CC3CCC(CC(C3)C1)C2	-2.5	2	3	92	-13	9	1	5	3	5
CC(C)C(CCN1C(=O)c2ccccc2C1=O)c1ccco1 (stereo not given)	1.7	-3	-2	98	1	-24	2	6	-3	-9
Clc1ccc2nc(CSCc3ccccc3)cn2c1	-3.4	-7	-3	98	-4	-52	-6	5	-1	0
COc1ccc(-c2nn(CCC(=O)O)cc2CCC(=O)O)cc1	2.5	1	6	93	-8	-13	3	2	0	2
O=C(NN1C(=O)c2ccccc2C1=O)C1CCCCC1	0.8	2	1	91	2	-9	-2	14	2	-10
Cc1cccc(NC(=O)Cn2cc(C=O)c3ccccc32)c1	-1.2	-2	-11	90	2	-20	-1	4	5	6
Cc1ccc(C)c(NC2=NS(=O)(=O)c3ccccc32)c1	0.2	2	1	97	2	8	-3	10	7	-14
COC(=O)C1=C(NC(=O)c2ccc(C)c(C)c2)CCS1	3.2	0	-3	101	-14	-19	2	9	5	7
CC(C(=O)NC1CCCC1)N(C(=O)c1snc(C(N)=O)c1N)c1ccc2c(c1)OCCO2 (stereo not given)	0.3	-2	5	99	-1	-5	7	0	10	2
CSCCC(NC(=O)OCc1ccccc1)C(=O)NCc1cccnc1 (stereo not given)	-1.8	2	3	100	9	19	7	10	4	4
O=S(=O)(c1cccc2cccnc12)N1CCOCC1	-0.1	3	7	109	-10	-19	21*	0	-1	7
CCNC(=O)COc1ccc(S(=O)(=O)Nc2ccccc2)cc1	-1.2	-2	4	99	-1	.	1	5	-2	-14
COc1ccc(NC(=O)O/N=C/c2ccc(N(C)C)cc2)cc1	-1.5	-2	-1	97	-1	-52	0	-1	1	-11
COc1cc(OC)cc(C(=O)N2CCN(C(=O)c3cccc(F)c3)CC2)c1	-1.5	1	-2	105	-16	5	7	7	2	5
CCOc1ccc(C(=O)OCC(=O)NCC2CCCO2)cc1 (stereo not given)	-0.8	1	4	101	-2	-12	4	3	2	3

HTR2A ag, hit marks shown above.
canonical_smiles | MC4R barr agon | Glyco luc inh | ABCB6 inh MLPCN | NOD2 RIPK2 PPI | NCOA2 inhibitor | HTR2A ag | MC4R antag cAMP | ABHD5 PLIN5 PPI | TLR9-MyD88 inh
CC(CCc1ccccc1)NC(=O)c1ccccc1Cl (stereo not given) | -1.6 | 0 | 100 | -7 | 3 | 24* | -1 | -3 | 13
O=S(=O)(c1cccc2cccnc12)N1CCOCC1 | -0.1 | 3 | 109 | -10 | -19 | 21* | 0 | -1 | 7

Continued.
SMILES	MC4R barr agon	Glyco luc inh	H9c2 protect	ABCB6 inh MLPCN	NOD2 RIPK2 PPI	NCOA2 inhibitor	HTR2A ag	MC4R antag cAMP	ABHD5 PLIN5 PPI	TLR9-MyD88 inh
COc1cccc(CN2CCNC(=O)C2CC(=O)NC2CCCCC2)c1OC (stereo not given)	-0.7	0	-2	101	-5	6	10	18	-5	-6
O=C(COc1cccnc1[N+](=O)[O-])Nc1ccc(N2CCOCC2)cc1	-1.8	1	3	93	8	-14	-2	0	0	0
COc1ccccc1CNC(=O)C(c1ccccc1)c1ccccc1	8.0	1	-4	101	-2	-15	7	5	-2	-10
O=C(CN1CCSC1=NCc1ccccc1)c1ccccc1	1.7	-4	4	99	13	22	-3	1	0	-4
O=c1c2ccccc2nc(SCc2ccccc2)n1Cc1ccco1	-1.0	.	-9	93	-4	13	-5	0	0	-8
Cc1ccccc1C(=O)N(Cc1nc2ccccc2c(=O)[nH]1)C1CCCC1	0.0	2	-1	103	4	-5	-4	22	-3	-1
Cc1csc(=O)n1CCC(=O)OCC(=O)Nc1cc([N+](=O)[O-])ccc1Cl	-3.1	-3	-2	103	4	-9	12	15	-3	-3
O=C1c2ccccc2CCc2ccc(Br)cc21	0.3	0	-3	95	-6	4	-2	-3	7	-4
COc1cccc(COC(=O)C2CCN(S(=O)(=O)c3ccc(F)cc3)CC2)c1OC	-2.7	-2	-2	96	2	-10	-5	8	-1	-13
COc1ccc2nc(NC(=O)C3CCCO3)sc2c1 (stereo not given)	-3.9	-7	0	92	-1	-59	-5	3	-1	-3
C#CCOCCOCCOCCNc1nc(N2CCN(C(=O)CCCCCCCCCCNC(=O)Cn3cc(CCCCCN)nn3)CC2)nc(N2CCN(C(=O)CCCCCCCCCCNC(=O)[C@@H]([C@H](C)O)n3cc(C)nn3)CC2)n1	-2.4	-1	5	96	1	.	-4	4	34*	15
O=C(NN1CC(=O)N(c2cc(Cl)cc(Cl)c2)CC1=O)c1sccc1Cl	0.7	7	-2	97	4	-20	0	11	2	.
CCc1c(N=O)c(-c2ccccc2)n(O)[n+]1[O-]	-4.8	1	-4	105	-6	-42	-4	21	-19	-3
CCCCNC(=O)Nc1nc(SCC(=O)OCC)n[nH]1	-3.5	0	-5	111	2	22	0	-2	-1	3
O=C(c1ccco1)N1CCN(C(=O)c2cc3c(=O)oc4ccccc4c3s2)CC1	-2.5	-1	3	92	4	.	1	1	4	3
O=C(CSC1=NCCS1)c1ccc(Cl)cc1	-2.0	6	-6	101	8	-34	3	10	-6	3
O=C(O)C1C(c2ccccc2)=C1c1ccc(Br)cc1 (stereo not given)	-2.5	0	-2	100	0	2	-3	-1	2	3
O=C(CSc1ncccn1)N1CCCc2ccccc21	-1.0	1	4	99	-5	-2	2	7	-2	-4
CCCCCC(=O)Nc1nc(C)c(-c2csc(Nc3ccc(Cl)cc3)n2)s1	2.5	5	-5	86	2	-5	6	15	-31	-4
COc1ccc(OC)c(CN2C(=O)c3ccccc3C2c2nnnn2-c2ccc3c(c2)OCCO3)c1 (stereo not given)	.	.	.	98	-1	18	6	.	5	.
COc1cc(/C=N/NC(=O)c2ccncc2)ccc1O	-1.5&0.1	0&1	0&10	94&97	-22&-12	-6&-26	-5&1	-6&4	3&5	-6&-6
O=C(N/N=C/c1ccc([N+](=O)[O-])cc1)c1ccc(NS(=O)(=O)c2cccs2)cc1	-1.2	-1	-5	98	-7	8	-3	5	-8	9
O=C(CSc1nc2ccccc2n1S(=O)(=O)c1cccc([N+](=O)[O-])c1)NCc1cccs1	-1.9	1	0	103	4	-6	2	0	-7	-2
Cc1nnc(C)n1/N=C/c1ccccc1	-1.3	3	1	98	-3	5	2	6	7	-2
O=c1cc(-c2ccccc2)[nH][nH]1	-0.2	-1	2	98	4	2	3	1	-36	14
CCCOC(=O)c1ccc2c(c1)C(=O)N(c1ccccc1)C2=O	0.1	3	-3	81	-4	4	0	4	1	-13
COc1cc(NCc2ccccc2)c2ncn(C(C)C)c2c1	-1.1	-1	-6	98	-4	-22	-4	-8	-7	4

Only part of the results is shown, so the mix of outcomes need not match the whole.
